FAK blocker – blocks human focal adhesion kinase activity | actives 0.84% (n = 97,000) | inhibition, %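 (tested at 7 µM)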 | biochemical FAK kinase activity assay; in the data active means inhibition above about 19%;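 further: 0% = DMSO and 100% = reference compound high control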
HUVEC tox IL1B – toxic to HUVEC cells under IL-1B stimulation. HUVEC cell count loss, Hoechst imaging, IL-1B stimulated. cell count reduction, % at 2 µM. actives 0.41% (n = 94,000). AID 845;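 active means cell count reduction more than 3 SD above the screen-wide mean, cut at about 70% in these data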;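 further: normalized per plate to untreated control cells as the no-loss baseline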
PTPN22 inh 2 – LYP (human) phosphatase inhibition; actives 0.21% (n = 96,000); recombinant LYP catalytic domain, DiFMUP fluorescence; inhibition, % at 2 µM; Q9Y2R2;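 active means inhibition at 2 µM at or above a set limit, the screen mean plus 3 SD, cut at about 24% in these data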;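 further: 0% = DMSO with enzyme and 100% = enzyme fully blocked by orthovanadate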
Target sequence (Q9Y2R2 whole entry, looked up, the tested form may be a part): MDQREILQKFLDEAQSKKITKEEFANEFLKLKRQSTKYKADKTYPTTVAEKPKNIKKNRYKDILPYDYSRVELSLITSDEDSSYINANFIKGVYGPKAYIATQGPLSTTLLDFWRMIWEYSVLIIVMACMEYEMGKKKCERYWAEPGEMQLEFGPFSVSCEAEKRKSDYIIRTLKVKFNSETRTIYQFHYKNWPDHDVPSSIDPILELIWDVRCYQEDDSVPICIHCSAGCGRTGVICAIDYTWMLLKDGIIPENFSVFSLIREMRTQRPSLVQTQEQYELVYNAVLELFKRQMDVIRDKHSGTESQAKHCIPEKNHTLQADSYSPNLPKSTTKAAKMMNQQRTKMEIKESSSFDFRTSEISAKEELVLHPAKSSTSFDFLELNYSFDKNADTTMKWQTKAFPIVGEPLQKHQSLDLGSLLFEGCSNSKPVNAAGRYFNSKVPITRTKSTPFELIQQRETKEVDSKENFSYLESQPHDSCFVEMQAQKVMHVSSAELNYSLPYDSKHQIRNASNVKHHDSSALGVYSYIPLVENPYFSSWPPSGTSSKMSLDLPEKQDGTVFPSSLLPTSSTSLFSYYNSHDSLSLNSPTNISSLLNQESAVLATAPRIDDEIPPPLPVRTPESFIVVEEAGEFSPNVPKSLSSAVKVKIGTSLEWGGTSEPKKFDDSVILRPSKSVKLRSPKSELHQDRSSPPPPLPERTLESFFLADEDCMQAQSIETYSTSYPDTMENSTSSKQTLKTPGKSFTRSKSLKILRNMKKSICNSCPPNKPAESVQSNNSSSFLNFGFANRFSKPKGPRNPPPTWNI
TNFa cytotox – HUVEC cytotoxicity counter-screen, TNF alpha stimulated | cell count reduction, % at 2 µM | HUVEC TNFalpha-stimulated, Hoechst cell count, imaging | actives 0.17% (n = 93,000);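 active means cell count reduction exceeding the screen mean by over 5 SD, scaled to untreated wells per plate, cut at about 78% in these data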;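 further: cells counted after 24 h of TNF alpha exposure following the 1 h pretreatment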
PTK2B oligo ant – antagonists of human Pyk2 oligomerization | Q14289 | Q293 cells, Pyk2 FERM NanoBiT luminescence; hits give low values | z-score (the deposit names both 25 µM and 10 µM) | actives 0.83% (n = 99,000);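 active means Z-score of -3 or lower, scaled per plate to the spread of control and sample wells; inactive means z-score above -3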;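 further: negative z-score means lost luminescence so less FERM oligomerization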
ERa coact inh – blocks coactivator binding to human estrogen receptor alpha; actives 1.7% (n = 86,000); inhibition, % at 25.6 µM; P03372; TR-FRET ER-alpha LBD / SRC-1 peptide, estradiol-bound; in the data active means inhibition above about 50%;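 further: 0% = receptor plus peptide control and 100% = peptide only without receptor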
LYP act – LYP (human) phosphatase activation; Q9Y2R2; recombinant LYP, DiFMUP fluorescence; 0 = plate median, 100 = signal doubled; activation, % at 2 µM; actives 0.11% (n = 96,000); AID 697;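 active means activation at 2 µM above a set limit, the mean plus 5 SD, cut at about 37% in these data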
VCAM1 TNFa inh – reduces TNF alpha induced VCAM1 expression in HUVEC | actives 0.48% (n = 95,000) | HUVEC TNFa-induced VCAM-1 immunofluorescence, high-content imaging | inhibition, % at 2 µM;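 active means inhibition above the batch mean plus 3 SD, with images confirmed as a hit by eye, cut at about 37% in these data; inconclusive means inhibition above that limit but hit not confirmed in images; inactive means inhibition not above that limit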;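 further: 0% = TNF-stimulated DMSO wells and 100% = unstimulated control wells; not every result past the cut was called active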
cytoskel mod – cytoskeleton assembly modification; HUVEC TNFa F-actin phalloidin imaging, high content; inhibition, % at 2 µM; actives 0.18% (n = 91,000); AID 836;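 active means inhibition above the batch mean plus 3 SD and confirmed as a hit by visual image inspection, cut at about 30% in these data, passing the limit was not always enough; inconclusive means above the inhibition threshold but rejected on visual inspection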; further: strong numbers were not always called active
* = called active by the depositor; ? = inconclusive; nt = not tested or not shown; [ ] = remark or other dose. An excerpt (hit frequency here may not be typical).

SMILES | FAK blocker | HUVEC tox IL1B | PTPN22 inh 2 | TNFa cytotox | PTK2B oligo ant | ERa coact inh | LYP act | VCAM1 TNFa inh | cytoskel mod
CC(C(=O)Nc1ccc(Br)cc1C(=O)c1ccccc1)N1CCOCC1 (stereo unspecified) | -3 | 11 | -12 | nt | -0.58 | -1 | 11 | nt | ?
Cc1ccc(-c2nc(N(C)C3CCN(C)CC3)c3ccccc3n2)cc1 | 1 | -14 | 2 | -38 | -1.1 | 6 | -2 | 4 | nt
N[C@@H](Cc1c[nH]c2ccccc12)c1nnc(SCc2ccccc2F)o1 | 1 | -1 | 2 | -10 | -1.1 | -6 | 1 | 29 | -9
Cn1c(C(=O)N2CCC(C(=O)N3CCC4(CC3)OCCO4)CC2)cc2sccc21 | 8 | 62 | 1 | 1 | 0.59 | 4[fluorescence artefact?] | -2 | -11 | -4
CC1=C(C(=O)N2CCC3(CC2)OCCO3)C2(CCC(C)CC2)OC1=O (stereo unspecified) | 7 | 7 | 0 | nt | 0.08 | -8 | 4 | nt | nt
Cc1ccc(CN2C(=O)NC(=O)C3(Cc4c(nc5ccccn5c4=O)N4CCCCCC43)C2=O)cc1 (stereo unspecified) | -1 | 8 | 11 | -28 | -1.6 | 19 | -11 | 14 | 51
Cc1cccc(CN2CCN(Cc3ccc(Cl)cc3)CC2)c1 | -2 | 15 | -4 | nt | 0.3 | 3 | 6 | -13 | -12
CN(C)CCN=Cc1c(O)n(CCC2=CCCCC2)c(=O)[nH]c1=O | 3 | -47 | -1 | -26 | 0.47 | 6[fluorescence artefact?] | -1 | 10 | 8
CCOc1ccc(Cc2c(O)[nH]c(=O)[nH]c2=O)cc1 | -1 | -45 | -6 | -21 | 0.7 | -6 | 1 | -7 | 11
C=CCN1C(=O)C2(C(C(=O)OCC)=C(N)Oc3c2c(=O)oc2ccccc32)c2ccccc21 (stereo unspecified) | -1 | -33 | -11 | -14 | -0.77 | 10 | 3 | 8 | 4
Cc1ccc(-n2c(O)c(C=NCCN3CCOCC3)c(=O)[nH]c2=O)cc1 | 0 | 22 | 3 | 8 | -0.05 | -6 | -2 | 16 | -4
CN(C)CC1CSCCC1(O)c1cccc(Cl)c1 (stereo unspecified) | -1 | 6 | -2 | -23 | -0.16 | -3 | 2 | -10 | -12
COc1ccc(C(=O)C(C)(C)NO)cc1 | -1 | 20 | 7 | -23 | 0.23 | 8 | -6 | -5 | -12
CCOC(=O)N(C)c1ccc(C(O)(C(=O)OC)C(F)(F)F)cc1 (stereo unspecified) | 1 | 13 | 5 | -9 | 0.44 | -19 | -5 | -9 | -7
O=P1(NCc2ccco2)COc2ccccc2OC1 | 6 | 14 | -3 | 4 | -0.75 | -1 | 1 | 14 | 22
CN1C(=O)N(C)C(=O)C2(Cc3c(nc4ccccn4c3=O)N3CCc4ccccc4C32)C1=O (stereo unspecified) | -8 | 2 | 0 | -24 | -0.64 | -2 | -2 | 9 | -35
Cc1ccccc1NC1=NCCCS1 | -1 | -35 | 4 | 2 | -1.6 | -6 | -7 | 1 | 2
Cc1nc2nc(C)c(CCC(=O)N3CCC4(CC3)OCCO4)c(C)n2n1 | 6 | 10 | 5 | -23 | -0.6 | 0 | -4 | -14 | -6
Cc1ccc2c(c1)[C@@H]1CN(C)CC[C@@H]1N2C(=O)Nc1cccc(C(F)(F)F)c1 | -1 | -18 | -6 | 6 | 0.14 | -2 | 7 | 5 | 0
O=C(COc1ccc2ccccc2c1)N1CCN(C2CCN(Cc3ccccc3)CC2)CC1 | 1 | -26 | 3 | -17 | -0.62 | -2 | -1 | 20 | -6
CCOC(=O)C1=C(N)OC2=C(C(=O)CC(C)(C)C2)C12C(=O)Nc1ccccc12 (stereo unspecified) | -5 | -13 | -1 | -40 | 0.49 | nt | -2 | 10 | 6
CC(C)CCNC(=O)c1c(N)n(Cc2ccc3c(c2)OCO3)c2nc3ccccc3nc12 | 4 | -6 | -2 | -25 | -1.4 | 11 | 3 | -4 | 13
CC1=CC(=O)NP(=O)(Oc2ccc3ccccc3c2)N1 (stereo unspecified) | 2 | -4 | -6 | -23 | -0.74 | 2 | 4 | -54 | -12
Cn1cc(C(=O)N2CCC3(CC2)OCCO3)c2c3ccccc3n(C)c2c1=O | 3 | 13 | 2 | -14 | -1.8 | -13 | -3 | 8 | 4
Cc1nn(C)c(C)c1P(=S)(c1c(C)nn(C)c1C)N(C)C | 14 | 1 | 3 | -10 | 0.04 | -4 | -6 | -7 | 5

Some of the entries so far, tab-delimited.
compound	FAK blocker	HUVEC tox IL1B	PTPN22 inh 2	TNFa cytotox	PTK2B oligo ant	ERa coact inh	LYP act	VCAM1 TNFa inh	cytoskel mod
CN(C)CC1CSCCC1(O)c1cccc(Cl)c1 (stereo unspecified)	-1	6	-2	-23	-0.16	-3	2	-10	-12
COc1ccc(C(=O)C(C)(C)NO)cc1	-1	20	7	-23	0.23	8	-6	-5	-12
CCOC(=O)N(C)c1ccc(C(O)(C(=O)OC)C(F)(F)F)cc1 (stereo unspecified)	1	13	5	-9	0.44	-19	-5	-9	-7
O=P1(NCc2ccco2)COc2ccccc2OC1	6	14	-3	4	-0.75	-1	1	14	22

(list continues)
SMILES | FAK blocker | HUVEC tox IL1B | PTPN22 inh 2 | TNFa cytotox | PTK2B oligo ant | ERa coact inh | LYP act | VCAM1 TNFa inh | cytoskel mod
COCCn1c(-c2ccccc2)cc(C(=O)O)c1C | -2 | 40 | 1 | -31 | 0.74 | 4 | -4 | 2 | 1
C=Cn1ccnc1P(=S)(c1cc(N(CC)CC)ns1)c1nccn1C=C | 0 | -42 | -28 | -55 | -0.25 | 1 | 24 | -8 | nt
O=C(Cc1ccccc1)OCCNC(=O)c1cccnc1 | -2 | -3 | 6 | -13 | 0.73 | -5 | -5 | -19 | -4
COCCOC(=O)C1=C(C)OC(N)=C(C(=O)OC)C12C(=O)Nc1ccccc12 (stereo unspecified) | -1 | -19 | -7 | -13 | 0.22 | -10 | 4 | 13 | -11
O=C(Nc1cccc(OC(=O)N2CCOCC2)c1)N1CCOCC1 | 0 | 0 | 3 | -11 | 0.3 | -14 | -4 | 6 | -7
CCN(CC)c1ccc(/C=C2/C(=O)NC(=O)N(CC3CCCO3)C2=O)cc1 (stereo unspecified) | 1 | 16 | 10 | -3 | -0.33 | nt | -6 | -5 | 21
CN1C(=O)N(C)C(=O)C2(Cc3cc(N)ccc3N3CCN(c4ccccc4F)CC32)C1=O (stereo unspecified) | -2 | -6 | 11 | -16 | nt | -4[fluorescence artefact?] | -12 | -1 | 4
COc1ccccc1N(CC(=O)NC1CCCCC1)C(=O)c1cnn(C(C)C)c1 | 0 | 1 | 9 | 10 | 0.11 | -6 | -6 | 3 | -16
C=Cn1ccnc1P(=S)(c1ccc(N(C)C)cc1)c1nccn1C=C | -5 | -24 | -7 | -26 | -0.2 | -16 | 4 | -43 | 7
Cc1ccc(Cl)cc1N1CCN(CCN)CC1 | 0 | 0 | 10 | -6 | 1.3 | nt | -5 | 13 | -16
Cc1ccc(-n2c(O)c(C=NC3CCCC3)c(=O)[nH]c2=O)c(C)c1 | 5 | -20 | 2 | -30 | 0.04 | 9[fluorescence artefact?] | 1 | 0 | 7
CCOC(=O)C1=C(C)OC(N)=C(C#N)C12C(=O)N(C)c1ccccc12 (stereo unspecified) | 4 | -2 | -2 | -4 | -0.6 | -1 | 4 | 10 | 5
N#Cc1cc(F)c(N2CCNCC2)cc1Cl | 0 | -25 | 2 | 11 | 2.1 | 8 | 0 | 19 | -4
CC(O)(CS(=O)(=O)c1cccc(C(F)(F)F)c1)C(=O)Nc1cccc(C(F)(F)F)c1 (stereo unspecified) | 1 | -13 | 13 | 1 | -0.91 | nt | -10 | 5 | 5
COc1cccc(-c2nc(CS(=O)CC(=O)N3CCC4(CC3)OCCO4)c(C)o2)c1 (stereo unspecified) | -2 | 25 | 2 | 14 | 0.48 | -12 | -4 | -16 | 20
c1cc2c(cc1CCNC1C3CC4CC(C3)CC1C4)OCO2 (stereo unspecified) | 1 | 47 | 2 | 12 | -0.05 | -2 | -1 | -2 | -25
COc1ccc(N=C2SCCCN2C)cc1 | 0 | -45 | -1 | 0 | 0.02 | -14 | -4 | 4 | -4
CN1C(=O)C(C2c3ccccc3C(=O)N2Cc2ccc([N+](=O)[O-])cc2)C(=O)N(C)C1=O (stereo unspecified) | -1 | -2 | 12 | -7 | -0.81 | -7 | -12 | 9 | -8
Cc1sc2ncn(CC(=O)NCCCC(=O)N3CCC4(CC3)OCCO4)c(=O)c2c1C | 0 | -21 | 4 | -13 | 0.19 | nt | -6 | 12 | 9
CC(NCc1ccc(Cl)c(Cl)c1)C(O)c1ccccc1 (stereo unspecified) | 0 | -23 | 0 | 1 | 1.3 | nt | 0 | 5 | -12
Cc1cc(NC(=O)COC(=O)c2c(C)nn(Cc3ccccc3Cl)c2C)no1 | 1 | -14 | 10 | -54 | 0.28 | -4 | -7 | -5 | nt
COc1cc2c(cc1OC)C(C(=O)N1CCC3(CC1)OCCO3)C(c1ccccc1F)N(C)C2=O (stereo unspecified) | -1 | -2 | 6 | 6 | 0.46 | -9 | 0 | 17 | -7
CSc1nnc(C2CCNCC2)n1C | -1 | -11 | -3 | nt | -0.01 | -4 | 2 | nt | -10
Cc1cccc(-n2c(CN3C(=O)c4ccccc4C3=O)nc3ccccc3c2=O)n1 | -1 | -11 | 3 | -6 | -1 | 4[fluorescence artefact?] | -6 | -7 | 1
CCCC1=C(C(=O)OCC)C2(C(=O)Nc3ccc(C)cc32)C(C#N)=C(N)O1 (stereo unspecified) | -2 | -42 | -3 | -44 | 0.66 | -3 | 1 | -30 | 1

Following part.
SMILES | FAK blocker | HUVEC tox IL1B | PTPN22 inh 2 | TNFa cytotox | PTK2B oligo ant | ERa coact inh | LYP act | VCAM1 TNFa inh | cytoskel mod
CCOC(=O)C(=O)NC1CCSC1=O (stereo unspecified) | 1 | 69 | 5 | 6 | 1.1 | -2 | -2 | -5 | -27
Cc1ccc(N2C(=O)NC(=O)C3(Cc4ccccc4N4CCCC43)C2=O)cc1 (stereo unspecified) | -2 | 12 | -1 | -10 | -0.32 | -8[fluorescence artefact?] | 1 | 5 | -7
Cc1ccc(OCC(=O)NCCN2CCN(C(=O)COc3ccc(C)cc3)CC2)cc1 | 1 | -8 | 14 | -25 | -0.46 | -10 | -8 | 10 | 2
COc1ccccc1CC1/C(=N/O)C2CCN1CC2 (stereo unspecified) | -1 | -24 | -3 | -38 | 0.91 | 3 | 2 | 4 | 5
Cc1[nH]c2ccccc2c1C1=CCNCC1 | 10 | 0 | 3 | -26 | -1.6 | -2[fluorescence artefact?] | -6 | -9 | -28
O=C(c1cc(S(=O)(=O)N2CCCCC2)ccc1F)N1CCC2(CC1)OCCO2 | -3 | -6 | -2 | -32 | 1 | 8[fluorescence artefact?] | 6 | -5 | nt

Pulled one by one from the entries so far:
SMILES | FAK blocker | HUVEC tox IL1B | PTPN22 inh 2 | TNFa cytotox | PTK2B oligo ant | ERa coact inh | LYP act | VCAM1 TNFa inh | cytoskel mod
Cc1ccc(N2C(=O)NC(=O)C3(Cc4ccccc4N4CCCC43)C2=O)cc1 (stereo unspecified) | -2 | 12 | -1 | -10 | -0.32 | -8[fluorescence artefact?] | 1 | 5 | -7
Cc1ccc(OCC(=O)NCCN2CCN(C(=O)COc3ccc(C)cc3)CC2)cc1 | 1 | -8 | 14 | -25 | -0.46 | -10 | -8 | 10 | 2
COc1ccccc1CC1/C(=N/O)C2CCN1CC2 (stereo unspecified) | -1 | -24 | -3 | -38 | 0.91 | 3 | 2 | 4 | 5
O=C(c1cc(S(=O)(=O)N2CCCCC2)ccc1F)N1CCC2(CC1)OCCO2 | -3 | -6 | -2 | -32 | 1 | 8[fluorescence artefact?] | 6 | -5 | nt

High-throughput results from PubChem BioAssay.
